Screening data as filed in PubChem BioAssay.
FBPA Giardia inh – qHTS Assay for Inhibitors of Fructose-1,6-bisphosphate Aldolase from Giardia Lamblia; A8B2U2; purified Giardia FBPA; Potency, µM (doses to about 59.6 µM), for the others: top-dose activity, negative = inhibition, most hits filed as inhibitors; hit rate 0.71% among 290,000; AID 2451, 2010; further: potency means the concentration at half of the fitted maximal effect; nearly all actives have a fitted effect of over 55% in size
Target sequence (A8B2U2 whole entry, looked up): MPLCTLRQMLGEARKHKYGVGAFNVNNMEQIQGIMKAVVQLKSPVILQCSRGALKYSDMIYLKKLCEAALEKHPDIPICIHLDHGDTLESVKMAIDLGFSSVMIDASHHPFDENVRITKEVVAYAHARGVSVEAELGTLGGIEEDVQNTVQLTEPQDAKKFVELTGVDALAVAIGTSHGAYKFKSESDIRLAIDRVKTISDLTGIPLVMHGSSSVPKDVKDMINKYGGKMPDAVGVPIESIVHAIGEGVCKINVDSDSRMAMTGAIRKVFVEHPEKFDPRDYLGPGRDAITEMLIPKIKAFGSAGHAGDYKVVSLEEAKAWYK
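Giardia FBPA (40 nM reagent) was preincubated 10 min at RT with compound (up to 57.5 uM final), then substrate plus GAPDH/TPI/NAD/arsenate coupling system with diaphorase/resazurin was added; resorufin fluorescence (525/598 nm) was read after 20 min.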
HCV inh – qHTS Assay for Inhibitors of Hepatitis C Virus (HCV) | Huh7.5.1 HCVcc-Cre infection, luciferase reporter, 44 h | Potency, µM (highest dose often 41.8 µM), without a hit: top-dose activity change, negative = inhibition, hits mostly inhibitors | hit rate 3.4% among 340,000; further: potency means the concentration at half of the fitted maximal effect
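Cells (1,000/well) were plated 4 h before compound, then infected with HCVcc-Cre virus (~0.5 moi). After 44 h further culture, infection was read as luciferase luminescence following a 15 min substrate incubation at room temperature.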
HCMV inh – qHTS Assay for inhibitors of the human cytomegalovirus (HCMV) | HFF cells, HCMV-luciferase reporter, 72 h; active compounds read low | activity change, negative = inhibition, % at 57.5 µM | AID 1259415, 2018 | hit rate 4.5% among 410,000; in the data active means activity change below about -60%; inconclusive means no clear call, values can overlap the other calls; inactive means above about -39%
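Two-dose cell screen: HFF monolayers treated with compounds and infected with luciferase-expressing HCMV at 1 PFU/cell, 72 h at 37C, then lysed for luciferase measurement.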
AmpC detergent – qHTS Inhibitors of AmpC Beta-Lactamase (assay with detergent); P00811; AmpC hydrolysis of nitrocefin, absorbance 480 nm, 0.01% Triton; Potency, µM (highest dose often 114 µM), inactives show at the highest dose activity change, negative = inhibition, actives largely listed as inhibitors; hit rate 0.041% among 370,000;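 further: potency means the concentration at half of the fitted maximal effect; 0% = no-compound wells and -100% = no-enzyme wells; nearly all actives have a fitted effect of over 25% in size; some results filed as inactive show a strong effect at the top dose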
Target sequence (P00811 whole entry, looked up): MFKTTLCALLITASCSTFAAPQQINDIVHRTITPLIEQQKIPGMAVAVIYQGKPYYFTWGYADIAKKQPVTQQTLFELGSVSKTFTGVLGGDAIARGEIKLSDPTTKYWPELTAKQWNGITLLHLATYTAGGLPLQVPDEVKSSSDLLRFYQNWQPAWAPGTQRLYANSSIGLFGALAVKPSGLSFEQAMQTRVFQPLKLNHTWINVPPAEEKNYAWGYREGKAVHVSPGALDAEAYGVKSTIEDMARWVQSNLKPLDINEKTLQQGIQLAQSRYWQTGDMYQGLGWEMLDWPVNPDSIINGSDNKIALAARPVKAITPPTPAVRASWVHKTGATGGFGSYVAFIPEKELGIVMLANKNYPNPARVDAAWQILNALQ
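20 mM phosphate pH 7.0 + 0.01% (detergent screen) or 0.0001% Triton X-100; 5.3 nM AmpC reagent; cpd preinc 15 min RT; nitrocefin (800 uM stock) to start; A480 q20 s × 4 min; Activity was normalised to no-enzyme and no-compound control wells.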
Sm TGR inh – qHTS Assay for the Inhibitors of Schistosoma Mansoni Peroxiredoxins. hit rate 3% among 360,000. Schistosoma mansoni thioredoxin glutathione reductase (TGR), Q962Y6. purified TGR, DTNB reduction, TNB absorbance 405 nm. Potency, µM (doses to about 114 µM), inactives show at the top dose activity change, negative = inhibition, actives largely listed as inhibitors. AID 485364, 2010; further: potency means the concentration at half of the fitted maximal effect; nearly all actives have a fitted effect of over 60% in size
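TGR 20 nM + NADPH 100 uM (dispensed conc.), cpd preinc 15 min RT; start with NADPH (500 uM addition) then DTNB (15 mM addition). Kinetic TNB absorbance, 405 nm filter. Four-parameter Hill fit across titration.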
AMA1-RON2 inh – qHTS for Inhibitors of AMA1-RON; Towards Development of Antimalarial Drug Lead: Primary Screen; hit rate 0.2% among 360,000; Potency, µM (titrated, usually from 58.2 µM), inactives show at the top dose activity change, negative = inhibition, most hits filed as inhibitors; AID 720542, 2013; AlphaScreen AMA1-biotinylated RON2 peptide binding; Plasmodium falciparum AMA1 (3D7) - RON2 peptide interaction;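 further: potency means the concentration at half of the fitted maximal effect; 0% = vehicle wells and -100% = peptide control; nearly all actives have a fitted effect of over 45% in size; some results filed as inactive show a strong effect at the top dose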
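AMA1 (3D7) with his tag at 25 nM final met compounds first, then biotinylated RON2 peptide at 25 nM; detection used donor plus acceptor beads, 10 µg/mL apiece, read by AlphaScreen after 30 min at room temperature.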
* hit, by the source's call; u = inconclusive; x = not tested or not shown; & = joins results of further samples; [ ] = remark or other dose. Unless noted, the call rests on the fitted dose curve; in most records, active means well fitted curve in the direction sought with a large enough effect; inconclusive means small, poorly fitted or top-dose-only effect, or another doubt; inactive means no such curve, though single readings can be large; an effect the other way counts as inactive or inconclusive. Unless noted, on the % scale 0 is the no-effect control and ±100 the full control effect.

SMILES | FBPA Giardia inh | HCV inh | HCMV inh | AmpC detergent | Sm TGR inh | AMA1-RON2 inh
O=S(=O)(c1ccc(F)cc1)N1CCN(CC(O)COc2ccccc2F)CC1 (centres undefined) | 28µM* | 3% | u | 0% | -8% | u
Cc1ccccc1C(=O)NNC(=S)NC(=O)c1cccnc1 | 0% | 4% | 15 | u | 1% | 95%[activator]
CN(C)c1ccc(CN(Cc2ccco2)C(=O)c2ccc(C(C)(C)C)cc2)cc1 | x | x | -5 | 17% | 13% | x
COc1ccc(-n2nnnc2-c2cn(C)nc2C(F)(F)F)cc1 | 0% | -5% | -30 | -8% | -25% | 8%
COC(=O)c1c(NC(=O)c2cccc(N3C(=O)CCC3=O)c2)sc2c1CCN(C(C)=O)C2 | x | -11% | 156 | 5% | 5% | -14%
C#CCNC(=O)C1=C[C@@H](c2ccc(C#C)cc2)[C@H](CCCO)[C@@H](OCC)O1 | 6% | 14%[8.37 µM] | 3 | 4% | 0% | 15%
CC(C)/C(=N\NC(=O)Nc1ccccc1)c1ccccc1 | 8% | 7% | -23 | 5% | 33% | 0%
COc1ccc(N(CC(=O)NCc2ccccc2OC)S(=O)(=O)c2ccc(C)cc2)cc1Cl | x | -25% | 14 | 2% | -2% | 5%
CC(=O)c1cccc(NC(=O)CCC(=O)c2ccc(F)cc2)c1 | 10% | 11% | 21 | -3% | 7% | 3%
CCOC(=O)C1CCN(Cc2ccccn2)CC1 | 18µM* | x | x | -14% | -9% | x
CCOc1ccc(C(=O)Nc2cccc(C(=O)O)c2C)cc1Cl | 29% | 0% | u | -7% | -3% | -10%
Cc1ccccc1OCC(=O)Nc1c(C(=O)Nc2ccccc2F)oc2ccccc12 | x | x | 12 | -1% | 0% | x
Cc1cccc(NCc2nc(-c3ccccc3)no2)c1 | 0% | -14% | 16 | -15% | 19% | 11%
COc1ccccc1N1CCN(C2CCCN(C(=O)c3snnc3C)C2)CC1 (centres undefined) | x | 18% | -21 | -4% | -1% | -5%
Cc1ccc(NC(=O)c2ccc(NCCN)c([N+](=O)[O-])c2)cc1Cl | 8% | 14µM* | -82* | u | -11% | -6%

Overlap with the part before: 5 entries, then new ones.
SMILES | FBPA Giardia inh | HCV inh | HCMV inh | AmpC detergent | Sm TGR inh | AMA1-RON2 inh
CCOc1ccc(C(=O)Nc2cccc(C(=O)O)c2C)cc1Cl | 29% | 0% | u | -7% | -3% | -10%
Cc1ccccc1OCC(=O)Nc1c(C(=O)Nc2ccccc2F)oc2ccccc12 | x | x | 12 | -1% | 0% | x
Cc1cccc(NCc2nc(-c3ccccc3)no2)c1 | 0% | -14% | 16 | -15% | 19% | 11%
COc1ccccc1N1CCN(C2CCCN(C(=O)c3snnc3C)C2)CC1 (centres undefined) | x | 18% | -21 | -4% | -1% | -5%
Cc1ccc(NC(=O)c2ccc(NCCN)c([N+](=O)[O-])c2)cc1Cl | 8% | 14µM* | -82* | u | -11% | -6%
c1coc(CN(Cc2ccco2)c2ncnc3c2oc2ccccc23)c1 | -30% | u | x | 4% | u | -14%
O=C(CSc1ccc2nnc(-c3ccccn3)n2n1)N1CCOCC1 | -2% | 19% | 58 | u | 3% | -4%
O=C(Nc1ccccc1Cl)c1ccc(S(=O)(=O)NCC2CCCO2)cc1 (centres undefined) | 4% | -21% | 2 | 1% | 2% | -7%
CCN(CCCNC(=O)CN1C(=O)COc2ccc(S(=O)(=O)N3CCC(C)CC3)cc21)Cc1ccccc1 | 0% | 12% | -15 | -7% | -17% | 0%
COCCCn1c(=N)c(C(=O)NC2CCCCC2)cc2c(=O)n3ccccc3nc21 | 1% | -11% | -22&-7 | u | 2%&-24% | 3%
Cc1ccc(N(C(=O)c2ccc(S(=O)(=O)N3CCCC3)cc2)C2C=CS(=O)(=O)C2)cc1 (centres undefined) | 0% | 16% | -5 | -1% | 1% | 3%
CCOc1ccc(S(=O)(=O)NC(C)C(=O)NC2CCCC2)cc1 (centres undefined) | x | 14% | -6 | -1% | 3% | -15%
C[C@H](CO)N1C[C@H](C)[C@@H](CN(C)C(=O)Nc2ccc(C(F)(F)F)cc2)Oc2c(NS(=O)(=O)c3cn(C)cn3)cccc2C1=O | x | 2.8µM* | -10 | x | x | 10%
Cc1cc(S(=O)(=O)N2CCOCC2)ccc1OCC(=O)NCCCn1ccnc1 | -11% | 18% | -4 | -7% | 1% | -22%
COc1ccc(C(=O)N/C(=C/c2cccs2)C(=O)NC(C)(C)C)cc1OC | 8% | -10% | u | 4% | 2% | 40%[activator]
Cc1nn(CC(=O)Nc2ccc3c(c2)OCCO3)c(C)c1[N+](=O)[O-] | x | 9% | -6 | x | x | 6%
Cc1nn(S(=O)(=O)c2ccc(F)cc2)c(C)c1S(=O)(=O)N1CCOCC1 | -24% | 25% | 2 | 6% | 0% | -1%
O=C(O)CC(NC(=O)CCc1ccccc1)c1ccc(Cl)cc1 (centres undefined) | 3% | -1% | -1 | 2% | 5% | 5%
COc1ccc(S(=O)(=O)N2CCOCC2)cc1NC(=O)Cc1ccc2c(c1)OCCO2 | x | 3% | -27 | 2% | -18% | -7%
Cc1ccccc1OCC(=O)N(Cc1ccc(N(C)C)cc1)C1CCS(=O)(=O)C1 (centres undefined) | 0% | 4% | 3 | 0% | 0% | -17%
Cc1nc2ccn(Cc3ccco3)c(=O)c2cc1C(=O)NCc1ccccc1F | x | x | -64* | 0% | 0% | x
Nc1ccccc1C(=O)c1ccccc1 | 0% | u | 20 | u | 6% | 0%
O=C(NC(Cc1ccccc1)C(=O)O)C1CCN(S(=O)(=O)c2cccc(C(F)(F)F)c2)CC1 (centres undefined) | 16% | 27% | -26 | -13% | 2% | 3%
COc1cccc(NS(=O)(=O)c2ccc3c(c2)[C@H]2C=CC[C@H]2[C@@H](c2ccccc2Cl)N3)c1 | x | x | -19 | 0% | 13% | x
O=C(NCc1ccc(-c2nc3ccccc3s2)cc1)c1ccco1 | 5% | u | -20 | -11% | -11% | 1%
COc1ccc(N2CCN(C(=O)c3cccn3-c3nnc(N4CCCC4)s3)CC2)cc1 | x | x | 0 | -10% | -23% | x
CCOC(=O)N1CCN(C(=O)c2cc3cc(OC)c(OC)cc3[nH]2)CC1 | 0% | 9% | -15 | 0% | 11% | 5%
CC(=O)c1ccc(NC(=O)CSc2nc(-c3ccccc3F)nc3c2c(=O)n(C)c(=O)n3C)cc1 | x | x | 1 | -1% | -9% | x
CCOC(=O)c1ccc(NC(=O)c2c(C)oc3nc(C)nc(N4CCCC4)c23)cc1 | x | x | 77 | 0% | 2% | x
Cc1ccccc1OCC(O)Cn1c(=N)n(CCN2CCOCC2)c2ccccc21 (centres undefined) | -1%&0% | u | u | -11%&7% | -8%&1% | -1%&-5%
COc1ccc(-c2c(C)n([O-])c3c([n+]2=O)CCC3)cc1OC | 3% | 6% | -14 | -14% | 1% | 0%
COc1ccc(C(=O)NNC(=O)c2snnc2C)cc1 | -16% | 7% | 82 | 10% | 10% | 5%
O=C(Cc1ccccc1)N(Cc1cccnc1)c1nc2c(F)cccc2s1 | x | x | 0 | 0% | 4% | x
COc1cccc(CNC(=O)c2ccncc2)c1 | x | 1% | 39 | 4% | -8% | -1%
CCc1nnc(NC(=O)C2CCCN2C(=O)Nc2ccc(Cl)cc2)s1 (centres undefined) | 1% | 10% | 0 | -7% | -4% | 14%
Cc1nc(=O)c(-c2ccccc2)c(C)n1-c1ccc(O)cc1 | -1% | 14% | -15 | 0% | -9% | 7%
CN1C(=O)Cc2cc(S(=O)(=O)CCC(=O)Nc3ccc(Cl)cc3)ccc21 | x | x | -7 | 4% | 3% | x
Cc1cc(C)c(C(=O)COC(=O)CCNS(=O)(=O)c2c(Cl)cccc2Cl)cc1C | 1% | 1% | -10 | -12% | -5% | 15%
CC(C)(C)C1CCC(=NNc2nc3ccccc3[nH]2)CC1 (centres undefined) | 0% | -19% | -23 | -8% | -13% | 60%[activator]
N#C/C(=C/c1ccc(OCc2ccc(C(=O)O)cc2)cc1)C(=O)Nc1ccccc1 | -5% | 10% | x | -15% | -1% | -9%
COc1ccc2oc(C(=O)NC(C)(C)C)c(C)c2c1 | 8% | 1% | -7 | 0% | 9% | 6%
O=C(Nc1ccccc1Br)c1cc(CN2CCCC2)on1 | x | x | 27 | 21% | 0% | x
O=C1c2ccccc2-c2nnc(-c3ccc(F)cc3)cc21 | -3% | -10% | 0 | 1% | -22% | -15%
O=C(NCc1ccc(F)cc1)C1CC(=O)N(C2CCCCC2)C1 (centres undefined) | 1% | -4% | 4 | -1% | -3% | 14%
O=C(NCC(=O)N1CCN(c2cccc(Cl)c2)CC1)c1ccc(Br)o1 | x | -14% | -10 | u | -4% | -2%
COC(=O)c1ccccc1NC(=O)c1cc2ccccc2o1 | 6% | u | 43 | 5% | 15% | 7%
O=C(CSc1nnc(Cn2cnc3ccccc32)o1)Nc1cccc2ccccc12 | 1% | 2% | 38 | u | 7% | 41%[activator]
O=C(CN(C1CCCCC1)S(=O)(=O)c1ccccc1)N1CCCC1 | 5% | 20% | u | -14% | -4% | 10%
CCOC(=O)c1ccccc1NC(=O)CN1C(=O)NC(C)(CCc2ccccc2)C1=O (centres undefined) | x | u | 6 | u | -8% | -11%
CCCOC(=O)/C(C)=N\NC(=O)c1ccco1 | -4% | 0% | 10 | 0% | 4% | 64%[activator]
CCCc1c(C)c2ccc(OCC(C)=O)cc2oc1=O | 0% | -15% | 12 | -14% | -1%[11.4 µM] | -3%
CN(C)S(=O)(=O)c1ccc(Cl)c(NC(=O)COC(=O)[C@@H]2CCCN2C(=O)c2cccs2)c1 | 1% | 11% | 27 | 1% | -8% | -1%
COC(=O)c1ccccc1NC(=O)CN(Cc1ccccc1)S(C)(=O)=O | 0% | 0% | -3 | -1% | -2% | -2%
Cc1ccc(S(=O)(=O)Nc2ccccc2C=Nc2cccc(C)c2C)cc1 | -5% | 4% | 19 | 4% | -7% | -9%
COC(CNC(=O)c1cc(C(=O)c2c(-c3c(Cl)cccc3Cl)noc2C)c[nH]1)OC | 11% | -24% | 52 | -2% | -1% | -8%
COc1cccc(NC(=O)N2CCC(NC(=O)C3CCCCC3)CC2)c1 | 3% | 20% | -20 | -1% | 2% | -11%
Cc1cc(=O)[nH]c(Nc2ccc(C(=O)OC(C)C)cc2)n1 | 0% | -16% | -37 | u | -13% | -5%
O=C(/C=C/c1cn(-c2ccccc2)nc1-c1cccnc1)NCCN1CCOCC1 | 4% | -8% | 38 | -7% | 8% | 1%
COc1ccc(-c2nc(SCC(=O)Nc3nccs3)c(-c3ccc(Cl)cc3)[nH]2)cc1 | -1% | u | -2 | -18% | -15% | 15%
